S1P3 antagonist: antagonists of human S1P3 receptor. CHO S1P3 NFAT-BLA reporter, FRET fluorescence, antagonist mode. 170,000 tested, 0.27% active. inhibition, % at 4.98 µM. Q99500;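 active = inhibition above the plate cutoff, the mean inhibition of test wells on that plate plus 3 SD, cut at about 28% in these data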;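 also: cells challenged with S1P at its EC80 of 0.8 µM; blue over green emission ratio from cleaved BLA substrate after 4 h stimulation; 0% = S1P-stimulated wells and 100% = unstimulated DMSO-only wells; some compounds past the cut are filed as inactive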
Target sequence (Q99500 whole entry, looked up): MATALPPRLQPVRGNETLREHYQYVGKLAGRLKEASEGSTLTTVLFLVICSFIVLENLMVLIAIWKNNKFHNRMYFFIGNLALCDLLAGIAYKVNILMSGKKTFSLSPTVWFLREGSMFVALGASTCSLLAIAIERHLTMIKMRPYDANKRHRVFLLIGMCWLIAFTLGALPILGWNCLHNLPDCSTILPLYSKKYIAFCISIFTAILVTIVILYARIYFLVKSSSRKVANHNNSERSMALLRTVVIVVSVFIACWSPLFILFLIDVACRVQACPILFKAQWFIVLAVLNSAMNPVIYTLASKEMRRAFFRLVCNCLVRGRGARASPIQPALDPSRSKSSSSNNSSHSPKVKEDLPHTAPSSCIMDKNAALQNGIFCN
STAT3 act: STAT3 signaling activation; U3A cells, IL-6 STAT3-luciferase reporter, luminescence; 100% = signal with IL-6 EC80 alone; 190,000 tested, 0.91% active; activation (% of control), % at 5.6 µM;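 active = activation above the screen-wide mean of compound activation plus 3 SD, cut at about 130% in these data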;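 also: 0% = background luminescence of wells with medium and substrate only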
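System – human U3A cells carrying STAT3-luciferase construct · Probe or stimulus – Interleukin-6, 33 ng/mL · Schedule – compound 1 h, then IL-6 6 h at 37 °C · Signal – luminescence from STAT3-driven luciferase reporter · Evaluation – percent of IL-6-only median luminescence · Benchmarks – IL-6-only high control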
STAT1 blocker: inhibitors of IFN-gamma induced STAT1 signaling. inhibition, % at 5.5 µM. AID 920. NIH 3T3 STAT1-luciferase reporter, luminescence. 200,000 tested, 0.35% active;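 active = inhibition above a set limit, the mean inhibition across all tested compounds plus 3 SD, cut at about 34% in these data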;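 also: 0% = IFN-gamma with DMSO and 100% = IFN-gamma with 300 µM nifuroxazide; values of inactives mirror those of a sister screen read the other way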
TLR4 MyD88 comp: TLR4-MyD88 interaction inhibition in cells. O00206+Q99836. HeLa CL3-4 TLR4/MyD88 BLA complementation, FRET ratio. inhibition, % at 8.4 µM. 200,000 tested, 0.18% active; in the data active = inhibition above about 25%;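 also: 0% = vehicle and 100% = reference inhibitor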
PPARg SRC2 recr: agonists of SRC-2 recruitment by human PPARgamma; PPARgamma LBD-SRC-2 recruitment, biochemical; activation, % at 8 µM; 200,000 tested, 0.34% active; in the data active = activation above about 22%;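 also: 0% = vehicle and 100% = reference agonist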
RAM network inh: blocks the yeast RAM network; S. cerevisiae dse1pr::URA3 reporter, 5-FOA growth OD615, 2 d; analog-sensitive cbk1-as2 kinase mutant strain; 190,000 tested, 1.8% active; inhibition, % at 50 µM; AID 868;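 active = inhibition above a set limit, 3 SD over mean compound inhibition, cut at about 8.4% in these data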;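 also: 0% = DMSO-only wells with no growth and 100% = 10 µM 1-NA-PP1 full growth; inhibition rescues growth on 5-FOA so higher OD means more RAM inhibition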
ROMK primary: modulators of human ROMK potassium channel; P48048; Tet-inducible ROMK, thallium flux fluorescence; actives lie on both sides; B-score at 10 µM; 130,000 tested, 2% active; AID 1918;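 active = signal ratio slope over the read window, or its plate-corrected B-score, at least 3 SD from the plate mean, either direction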;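 also: B-score of the F/F0 ratio slope over 7 to 12 s after thallium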
Target sequence (P48048 whole entry, looked up): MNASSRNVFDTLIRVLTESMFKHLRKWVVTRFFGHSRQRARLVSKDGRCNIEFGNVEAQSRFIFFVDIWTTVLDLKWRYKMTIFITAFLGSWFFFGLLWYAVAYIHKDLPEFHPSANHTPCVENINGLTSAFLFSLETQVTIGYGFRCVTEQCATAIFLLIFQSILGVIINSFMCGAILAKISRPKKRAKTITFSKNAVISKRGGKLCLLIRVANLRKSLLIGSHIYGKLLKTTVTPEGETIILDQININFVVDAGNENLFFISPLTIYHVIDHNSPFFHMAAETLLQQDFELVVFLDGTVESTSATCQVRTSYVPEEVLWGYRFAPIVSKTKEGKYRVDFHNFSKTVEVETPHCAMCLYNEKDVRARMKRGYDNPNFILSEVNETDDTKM
STAT3 inh: reduces IL-6 driven STAT3 reporter signal | U3A cells, IL-6 STAT3-luciferase reporter, luminescence; host cell line lacks STAT1 | inhibition, % at 5.5 µM | 190,000 tested, 0.89% active | AID 862;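 active = inhibition above the mean inhibition across all screened compounds plus 3 SD, cut at about 44% in these data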;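 also: 0% = DMSO only wells and 100% = 100 µM nifuroxazide control wells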
PPARg SRC1 recr: agonists of human PPARgamma SRC-1 coactivator recruitment | P37231 | PPARgamma-SRC-1 coactivator recruitment biochemical assay | activation, % at 8 µM | 200,000 tested, 0.41% active | AID 631; in the data active = activation above about 19%;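 also: 0% = DMSO and 100% = reference agonist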
SRC2 TRFRET art: flags TR-FRET format artefacts in PPARgamma SRC-2 recruitment agonist screen; TR-FRET artefact counter-screen; active compounds read high; 200,000 tested, 0.4% active; TR-FRET ratio at 8 µM; in the data active = TR-FRET ratio above about 2000; also: inactives centre near 1500
PPARg SRC3 recr: promotes SRC-3 coactivator recruitment by human PPARgamma; AID 731; activation, % at 8 µM; biochemical PPARgamma/SRC-3 coactivator recruitment assay; P37231; 200,000 tested, 0.26% active; in the data active = activation above about 23%;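 also: 0% = DMSO and 100% = reference agonist; some compounds past the cut are filed as inactive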
The depositor's hits bear a star; x = no result given.

SMILES | S1P3 antagonist | STAT3 act | STAT1 blocker | TLR4 MyD88 comp | PPARg SRC2 recr | RAM network inh | ROMK primary | STAT3 inh | PPARg SRC1 recr | SRC2 TRFRET art | PPARg SRC3 recr
CC(C)CN(CC(C)C)C(=O)C12CCC(C)(C(=O)O1)C2(C)C (stereo unspecified) | x | 106 | -15 | -7 | -10 | 1.1 | 1.1 | -4 | -6 | 1229 | -10
c1cncc(-c2noc(CC3CCCCC3)n2)c1 | x | 91 | -3 | 10 | -3 | 1.8 | -0.28 | 8 | -1 | 1251 | -7
COc1ccccc1NC(=O)CN1CCN(CC(=O)Nc2ccc(Cl)c(C(F)(F)F)c2)CC1 | -8 | 100 | 6 | 6 | -8 | -1.2 | -2.5* | 3 | 3 | 1378 | 5
Cc1ccc(Cn2cc(S(=O)(=O)c3ccc(Cl)cc3)c(=O)c3cc(F)ccc32)cc1 | -17 | 102 | -6 | 5 | -2 | 4.0 | x | 0 | 7 | 1510 | 0
C1CCN=C(Nc2nn[nH]n2)CC1 | -2 | 100 | 2 | 7 | -1 | 3.7 | x | 5 | 8 | 1595 | -5
Cc1cc(NC(=O)CO/N=C/c2ccc3c(c2)OCO3)ccc1Br | 9 | 95 | 4 | -3 | 2 | 5.3 | -0.93 | 13 | 0 | 1455 | 7
COc1ccc2c(c1)N1CCN=C1N2C | -8 | 104 | -7 | -4 | 3 | 0.4 | x | -2 | 6 | 1599 | -5
Cc1nn2c(-c3ccncc3)nnc2c2ccccc12 | -19 | 82 | -2 | -1 | 5 | 1.6 | x | 24 | 3 | 1517 | -7
C=CCOC(=O)/C(=C\c1cccc2ccccc12)NC(=O)c1ccccc1 | x | 111 | -40 | 9 | 3 | 4.2 | x | -8 | 0 | 1523 | 5
CCCC(c1nnnn1Cc1ccc(F)cc1)N1CCN(C)CC1 (stereo unspecified) | -6 | 102 | -12 | 5 | -6 | 4.0 | 1 | 4 | 0 | 1556 | 3
O=C(O)CCCNC(=O)OCc1ccccc1 | -12 | 99 | 1 | -15 | 3 | -0.8 | x | 11 | -3 | 1552 | -4
N#Cc1ccccc1OCC(=O)NCC1(N2CCCCC2)CCCCC1 | -10 | 119 | 14 | -6 | -1 | 1.1 | 0.18 | -14 | 4 | 1638 | 5
COc1ccc(OC)c(-c2nc3cc4ccccc4cc3nc2-c2ccccc2)c1 | -11 | 101 | 6 | 3 | 2 | 4.1 | 1.1 | -4 | -5 | 1524 | 0
Cc1ccc(-n2c(SCC(=O)N/N=C/C=C/c3ccccc3[N+](=O)[O-])nc3ccccc3c2=O)cc1 | 1 | 98 | -1 | -7 | 1 | 10* | -0.79 | 1 | -1 | 1423 | -3
CCN(CCNC(=O)Nc1ccc(Cl)cc1)c1ccccc1 | 12 | 100 | -3 | 8 | 3 | 0.9 | x | 4 | 9 | 1435 | 4

The final 2 compounds of the section above are carried over, then new ones follow.
SMILES | S1P3 antagonist | STAT3 act | STAT1 blocker | TLR4 MyD88 comp | PPARg SRC2 recr | RAM network inh | ROMK primary | STAT3 inh | PPARg SRC1 recr | SRC2 TRFRET art | PPARg SRC3 recr
Cc1ccc(-n2c(SCC(=O)N/N=C/C=C/c3ccccc3[N+](=O)[O-])nc3ccccc3c2=O)cc1 | 1 | 98 | -1 | -7 | 1 | 10* | -0.79 | 1 | -1 | 1423 | -3
CCN(CCNC(=O)Nc1ccc(Cl)cc1)c1ccccc1 | 12 | 100 | -3 | 8 | 3 | 0.9 | x | 4 | 9 | 1435 | 4
O=C(OCn1nnc2ccccc2c1=O)c1cc(-c2ccccc2)nc2ccccc12 | -9 | 91 | -5 | 11 | 8 | 3.9 | -0.033 | 14 | -9 | 1282 | -1
CC(NC(=O)COC(=O)Cn1cnc2ccccc2c1=O)C1CC2CCC1C2 (stereo unspecified) | -1 | 91 | 3 | -12 | -1 | 1.4 | 0.4 | 8 | -1 | 1526 | -5
CCOc1ccc(S(=O)(=O)N(C)c2ccc(OCC(=O)Nc3ccc4[nH]c(=O)[nH]c4c3)cc2)cc1 | x | 95 | 6 | -1 | -1 | 0.9 | x | 12 | -4 | 1410 | -4
CCc1cccc(NC(=O)CSC2=NS(=O)(=O)c3ccccc32)c1 | x | 93 | -3 | -5 | -5 | 0.7 | x | 16 | 4 | 1535 | -12
O=C(Cn1cnc2ccccc2c1=O)Nc1ccc(-c2nnc3n2CCCCC3)cc1 | -21 | 96 | 5 | -1 | 3 | 0.5 | x | 7 | 1 | 1545 | 0
CSc1nn(-c2ccc(C(=O)OC(C(=O)NC(N)=O)C(C)C)cc2)c(=S)s1 (stereo unspecified) | -2 | 104 | 2 | -1 | 1 | 4.1 | -0.39 | 2 | 2 | 1508 | 9
CCN1CCN(CCCN(Cc2ccco2)C(=S)Nc2cccc(Cl)c2C)CC1 | -9 | 98 | 0 | 0 | -4 | -1.7 | -0.46 | 9 | -4 | 1657 | -2
Cc1ccc(NC(=O)N2CCN(c3ccccn3)CC2)cc1 | x | 92 | -8 | -2 | -6 | -0.7 | x | 10 | 6 | 1349 | -11
CCN(Cc1ccccc1)C(=O)/C=C/c1ccccc1[N+](=O)[O-] | -10 | 104 | -1 | -1 | -3 | 1.3 | -2 | -1 | 4 | 1407 | 0
COc1ccc(N2C(=O)CCC(C(=O)NCc3ccccn3)C2c2ccc(OC)c(OC)c2)cc1 (stereo unspecified) | x | 95 | -2 | 6 | 3 | -0.9 | 0.1 | 12 | 5 | 1639 | -4
NNC(=O)c1cccc(COc2ccccc2Br)c1 | x | 39 | 22 | -8 | 1 | 1.1 | x | 71* | 5 | 1531 | 7
Cc1ccc(NC(=O)Cc2ccc([N+](=O)[O-])cc2)c(Br)c1 | -2 | 101 | 4 | -14 | 12 | 3.2 | -0.54 | 0 | 8 | 1660 | 7
COc1ccc(C(=O)/C=C/Nc2ccccn2)cc1 | x | 18 | 82* | -10 | 8 | 2.7 | 0.91 | 97* | 2 | 1449 | -4
COc1cc(/C=N/N2C(C)CCCC2C)cc(Br)c1O (stereo unspecified) | -12 | 110 | -6 | -1 | -1 | 0.2 | 0.33 | -5 | 4 | 1763 | 1
Cc1ccc(-c2noc(-c3ccccc3C(=O)NCC3CCCO3)n2)cc1 (stereo unspecified) | -12 | 126 | -6 | -5 | -1 | 2.3 | x | -26 | -9 | 1411 | -2
COc1ccc(N(CC(=O)NCc2ccccc2)S(=O)(=O)c2c(C)nn(C)c2C)cc1 | x | 105 | 1 | -2 | 14 | 1.1 | x | 0 | 7 | 1637 | 6
COc1cc(/C=N/NC(=O)CCC(=O)NC2CCCCC2)ccc1C | -1 | 104 | -8 | -1 | 3 | -0.5 | -0.28 | -3 | 4 | 1685 | 5
CC(C)(C)OC(=O)N[C@@H](Cc1ccccc1)c1nnc(S(=O)(=O)Cc2ccccc2)o1 | -9 | 98 | 18 | 14 | 0 | 4.6 | -0.14 | 8 | 1 | 1690 | 2
CCOC(=O)C1=NN(C(=O)c2ccc(C)cc2)C(O)(c2ccc(Cl)cc2)C1 (stereo unspecified) | x | 111 | -1 | 17 | -2 | -0.4 | 2.8* | -6 | 2 | 1549 | 4
CC(C)(C)c1nn(-c2ccccc2)c2[nH]c(=O)c(CNc3ccc4c(c3)OCCO4)cc12 | x | 100 | 0 | 5 | 8 | -0.4 | 1 | 6 | 6 | 1434 | -2
O=c1c(Cc2ccc(Cl)cc2)c(O)ccn1Cc1cccs1 | -11 | 109 | -2 | -11 | 10 | 2.3 | -0.9 | 0 | 6 | 1634 | 8
COC(=O)Cc1csc(Nc2ccc(Cl)cc2)n1 | -9 | 96 | 5 | -9 | 1 | 0.1 | 0.84 | 3 | -3 | 1619 | 2
Cc1ccc(C2=NN(CCC(=O)NCc3ccc4c(c3)OCO4)C(=O)CC2)cc1 | -9 | 107 | -5 | -3 | -6 | 0.1 | -0.16 | -11 | -4 | 1507 | -6
S=C(c1ccc(N2CCOCC2)cc1)N1CCCCC1 | -2 | 102 | -6 | -5 | -1 | 0.0 | x | 2 | 2 | 1614 | 6
CCCC1CCC(C(=O)Nn2c(C)nc3ccccc3c2=O)CC1 (stereo unspecified) | -15 | 101 | -6 | -5 | -3 | 0.8 | x | -1 | 5 | 1484 | 3
CCOC(=O)c1cccc(NC2c3ccccc3C(=O)N2Cc2ccco2)c1 (stereo unspecified) | -10 | 76 | 23 | -1 | 1 | 3.1 | x | 34 | -9 | 1385 | 5
COc1cccc(-c2cc(C(=O)O)[nH]n2)c1 | x | 99 | -7 | 2 | 5 | -0.5 | x | 5 | 8 | 1591 | 9
CN1CCN(c2ccc(C(=O)c3cn(-c4ccc(F)c(Cl)c4)nn3)cc2)CC1 | -1 | 101 | -2 | -2 | 9 | -0.5 | -0.0046 | 1 | 11 | 1664 | 5
Cc1ccc(-n2ncc3c(=O)[nH]c(SCC(=O)N4CCCC4)nc32)cc1C | -4 | 100 | -4 | -4 | -4 | 1.2 | 0.18 | 0 | -10 | 1166 | 0
O=C(CN1CCN(S(=O)(=O)c2ccc3ccccc3c2)CC1)NC(=O)NC1CCCCC1 | x | 103 | -2 | 6 | -5 | 0.9 | -2 | -5 | -1 | 1384 | -20
COc1ccccc1N1CCN(C(=O)c2ccc3[nH]c4c(c3c2)CC(C)CC4)CC1 (stereo unspecified) | -1 | 105 | 9 | -10 | -1 | 4.6 | -0.23 | -8 | 9 | 1476 | 1
Cc1nn(-c2ccccc2)c(C)c1/C=N/NC(=O)c1cc(C(C)(C)C)[nH]n1 | x | 98 | 3 | 0 | -2 | 0.3 | x | 11 | -2 | 1573 | 4
CCCCCCCCNc1nc(Cl)nc(NCc2ccco2)n1 | -7 | 92 | -1 | 2 | -4 | 3.6 | -0.23 | 10 | -1 | 1405 | 0
Cc1nn(Cc2ccccc2Cl)c(C)c1N | -31 | 107 | -13 | 4 | -4 | 1.4 | x | 0 | -2 | 1425 | 1
O=C(CSc1cccc2cccnc12)N/N=C/c1ccncc1 | 6 | 97 | 0 | -16 | 18 | 2.0 | -0.35 | 5 | 12 | 1667 | 4
COc1cccc(CC(=O)Nc2nc(-c3cc(OC)ccc3OC)cs2)c1 | 4 | 86 | -4 | -15 | 5 | 3.8 | 0.59 | 23 | -6 | 1672 | 4
Cc1ccccc1N(C)C(=O)c1coc(=O)c2ccccc12 | x | 96 | -10 | 15 | -5 | 0.8 | x | 9 | -8 | 1459 | -7
COc1cc2[nH]c(=S)n(CC3CCCO3)c(=O)c2cc1OC (stereo unspecified) | 2 | 99 | 3 | 8 | 4 | -0.6 | -0.87 | 5 | 1 | 1771 | 9
CC(=O)c1cccc(NC(=S)N2CCC(Cc3ccccc3)CC2)c1 | 7 | 92 | 5 | -3 | 1 | 7.0 | 0.33 | 18 | 2 | 1571 | 8
O=C(CSc1nnc(-c2ccc(S(=O)(=O)N3CCOCC3)cc2)o1)c1ccccc1F | -15 | 103 | -1 | 1 | 1 | 4.0 | 0.32 | 2 | 3 | 1586 | -2

Source: PubChem BioAssay
